Bioassay records: PubChem BioAssay, Southern Research Specialized Biocontainment Screening Center
VEEV TC-83 Vero: inhibitors of VEEV TC-83 cytopathic effect, confirmation, Vero cells (AID 588727); 350,000 tested, 0.13% active; Vero cells, VEEV TC-83 cytopathic effect inhibition; higher % means a stronger effect; one-dose inhibition, % at 20 µM; IC50 in µM for titrated hits; in the data active = a potency from the dose series; inconclusive = inhibition mostly from about 14% at the one dose, without a potency; inactive = the rest, 99 in 100 with inhibition below about 12%; also: strong numbers were not always called active
M. tuberculosis HTS: M. tuberculosis growth inhibition, HTS (AID 449762); inhibition, % at 25 µM, or IC50 in µM where a hit was titrated; M. tuberculosis H37Rv growth inhibition, 7H9 media; higher % means a stronger effect; 330,000 tested, 0.59% active; in the data active = a potency from the dose series; inconclusive = inhibition above about 70% without an active follow-up result;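 also: bacterial growth assessed after seven days of incubation; strong numbers were not always called active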
influenza NS1A: NS1A inhibition, H1N1 influenza, cell based functional assay (AID 504329); NS1A functional cell-based assay, percent inhibition; higher % means a stronger effect; 340,000 tested, 0.3% active; one-dose inhibition, % at 12.5 µM; IC50 in µM for titrated hits; in the data active = a potency from the dose series; inconclusive = inhibition above about 27% without an active follow-up result; also: strong numbers were not always called active
PhoP GFP inhibition: PhoP regulon inhibitors, Salmonella typhi PhoP promoter GFP reporter, confirmatory (AID 1850) | Salmonella Typhi PhoP-promoter GFP reporter, fluorescence, 4 h; higher % means a stronger effect | one-dose inhibition, % at 50 µM; IC50 in µM for titrated hits | 310,000 tested, 0.33% active; in the data active = a potency from the dose series; inconclusive = inhibition mostly from about 25% at the one dose, without a potency; inactive = the rest, 99 in 100 with inhibition below about 19%;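 also: 0% = induced wells with vehicle and 100% = uninduced wells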
M. tuberculosis: growth inhibition of non-replicating M. tuberculosis (AID 488890). Mycobacterium tuberculosis non-replicating, growth inhibition; higher % means a stronger effect. inhibition, % at 25 µM; hits with a dose series show IC50 in µM. 320,000 tested, 0.39% active; in the data active = a potency from the dose series; inconclusive = inhibition mostly from about 82% at the one dose, without a potency; inactive = the rest, 99 in 100 with inhibition below about 76%;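 also: plate controls were DMSO cells for no effect and high antibiotic wells for full effect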
VEEV TC-83 Vero 10K pilot screen: also measured in VEEV TC-83 Vero; calls as there; inhibition, %; measured here: 10K pilot screen inhibition
* = called active by the depositor; i = inactive; ? = inconclusive; / = no result given.

SMILES	VEEV TC-83 Vero	M. tuberculosis HTS	influenza NS1A	PhoP GFP inhibition	M. tuberculosis	others
CCc1ccc(NS(=O)(=O)c2c(C)noc2C)cc1	0.2%	10.1%	-19.4%	-6.0%	16.8%
CC(=O)Nc1ccc(N/C(N)=N/c2nc(C)cc(C)n2)cc1	i	-14.9%	-18.5%	7.8%	-1.2%
FC(F)(F)c1cnc(N2CCCN(C(=S)Nc3ccccc3)CC2)c(Cl)c1	i	12.1%	1.6%	-7.9%	59.4%
CC1=CC(C)(C)N=C(Nc2ccc(C)cc2)S1	0.5%	4.7%	4.5%	8.7%	16.9%
COc1ccc(N2CCN(C(=O)CSc3nnc(-c4ccc5[nH]c(C)c(C)c5c4)o3)CC2)cc1	0.8%	4.2%	-8.4%	-6.0%	9.4%
COC(=O)c1ccc(CNC(=O)CNc2cc(C(F)(F)F)ccc2N2CCOCC2)cc1	i	-6.0%	-9.3%	-6.5%	1.4%
CC(=O)NNC(=S)NC(=O)c1ccc(C)cc1	0.1%	?	-3.8%	9.7%	?
COc1cccc(C2=NOC(C(=O)Nc3ccccc3SC)C2)c1 (stereo not given)	1.8%	-7.2%	1.6%	-0.9%	10.7%
S=C(Nc1ccc(Cl)cc1Cl)N1CCOCC1	i	-1.6%	-17.8%	-2.1%	2.0%
O=C(c1ccc([N+](=O)[O-])cc1)N(Cc1ccccc1)c1ccccn1	3.3%	-2.6%	-6.4%	-1.2%	-6.1%
O=C(c1ccccc1Cl)N1CCN(C(=O)C2CCCO2)CC1 (stereo not given)	0.7%	/	-3.1%	/	/
CCCNC(=O)COC(=O)c1ccccc1OCC(=O)Nc1ccc(Br)cc1	0.2%	1.2%	20.8%	5.8%	-3.9%
CC(C)n1cc(CN2CCC(Oc3ccc(C(=O)N4CCCCC4)cc3)CC2)cn1	2.4%	-5.7%	-6.5%	0.2%	-7.3%
CC12CCC(=O)CC1CCC1C2C(=O)CC2(C)C1CCC2(C)O (stereo not given)	i	/	-2.2%	/	/
Cc1ccccc1-c1csc(N)n1	0.5%	/	2.6%	/	/

The final 2 records of the section before lead into the next:
SMILES	VEEV TC-83 Vero	M. tuberculosis HTS	influenza NS1A	PhoP GFP inhibition	M. tuberculosis	others
CC12CCC(=O)CC1CCC1C2C(=O)CC2(C)C1CCC2(C)O (stereo not given)	i	/	-2.2%	/	/
Cc1ccccc1-c1csc(N)n1	0.5%	/	2.6%	/	/
CCN(CC(=O)Nc1cc(Cl)ccc1C)C(=O)CSCc1ccccc1	8.8%	/	-4.8%	/	/
O=[N+]([O-])c1ccc(NN=Cc2ccccc2O)nc1	8.5%	/	-16.6%	/	/
COC(=O)[C@@H](NC(=O)Nc1ccc(C(C)=O)cc1)C(C)C	i	-2.6%	0.9%	5.6%	12.1%
O=C(c1ccccc1)N1CCC(=O)N1c1ccccc1	2.5%	-0.2%	-9.8%	-3.6%	-15.2%
CCOc1ccccc1N1CCN(C(=O)c2c(CC)noc2C)CC1	2.4%	-2.7%	-11.1%	-0.1%	-11.5%
c1ccc2c(CN3CCCCCC3)c[nH]c2c1	1.5%	-0.7%	-3.0%	-8.6%	-8.2%
Cc1ccccc1Cn1c(=O)n(Cc2ccco2)c(=O)c2ccccc21	3.9%	-5.4%	0.0%	1.3%	-4.0%
O=S(=O)(Nc1cccc(S(=O)(=O)N2CCCC2)c1)c1ccc(Cl)cc1	4.3%	1.0%	-9.8%	/	13.7%
O=C(CCN1C(=O)c2ccccc2C1=O)NCCCn1ccnc1	1.2%	6.8%	-7.6%	3.2%	1.8%
CCOC(=O)C1=C(O)/C(=C/c2ccc(OCC(=O)O)c(OCC)c2)SC1=Nc1ccccc1	8.1%	21.7%	2.8%	2.7%	35.2%
Cc1ccc(CN(c2ccc(C(=O)Nc3ccc4c(c3)OCO4)cc2)S(C)(=O)=O)cc1	4.2%	0.9%	5.7%	16.9%	-9.8%
Cc1[nH]c(C)c(S(=O)(=O)N2CCCCC2C)c1C(=O)N1CCCC1 (stereo not given)	2.0%	-11.0%	0.1%	-0.8%	10.1%
O=C(Cc1cccc(NC(=O)C2CCN(C(=O)C3CC3)CC2)c1)Nc1cccc(C(=O)N2CCCCC2)c1	2.1%	/	-6.8%	/	/
Cc1nc2sc(C(=O)OCC(=O)N3c4ccccc4CC3C)c(C)c2c(=O)[nH]1 (stereo not given)	3.7%	-2.6%	0.6%	-1.3%	1.0%
COc1ccc(CCNC(=O)CCC(=O)N2CCN(S(=O)(=O)c3ccc(Cl)cc3)CC2)cc1OC	2.5%	-3.6%	0.9%	3.9%	1.7%

As a short view, 16 of the compounds above:
SMILES	VEEV TC-83 Vero	M. tuberculosis HTS	influenza NS1A	PhoP GFP inhibition	M. tuberculosis	others
Cc1ccccc1-c1csc(N)n1	0.5%	/	2.6%	/	/
CCN(CC(=O)Nc1cc(Cl)ccc1C)C(=O)CSCc1ccccc1	8.8%	/	-4.8%	/	/
O=[N+]([O-])c1ccc(NN=Cc2ccccc2O)nc1	8.5%	/	-16.6%	/	/
COC(=O)[C@@H](NC(=O)Nc1ccc(C(C)=O)cc1)C(C)C	i	-2.6%	0.9%	5.6%	12.1%
O=C(c1ccccc1)N1CCC(=O)N1c1ccccc1	2.5%	-0.2%	-9.8%	-3.6%	-15.2%
CCOc1ccccc1N1CCN(C(=O)c2c(CC)noc2C)CC1	2.4%	-2.7%	-11.1%	-0.1%	-11.5%
c1ccc2c(CN3CCCCCC3)c[nH]c2c1	1.5%	-0.7%	-3.0%	-8.6%	-8.2%
Cc1ccccc1Cn1c(=O)n(Cc2ccco2)c(=O)c2ccccc21	3.9%	-5.4%	0.0%	1.3%	-4.0%
O=S(=O)(Nc1cccc(S(=O)(=O)N2CCCC2)c1)c1ccc(Cl)cc1	4.3%	1.0%	-9.8%	/	13.7%
O=C(CCN1C(=O)c2ccccc2C1=O)NCCCn1ccnc1	1.2%	6.8%	-7.6%	3.2%	1.8%
CCOC(=O)C1=C(O)/C(=C/c2ccc(OCC(=O)O)c(OCC)c2)SC1=Nc1ccccc1	8.1%	21.7%	2.8%	2.7%	35.2%
Cc1ccc(CN(c2ccc(C(=O)Nc3ccc4c(c3)OCO4)cc2)S(C)(=O)=O)cc1	4.2%	0.9%	5.7%	16.9%	-9.8%
Cc1[nH]c(C)c(S(=O)(=O)N2CCCCC2C)c1C(=O)N1CCCC1 (stereo not given)	2.0%	-11.0%	0.1%	-0.8%	10.1%
O=C(Cc1cccc(NC(=O)C2CCN(C(=O)C3CC3)CC2)c1)Nc1cccc(C(=O)N2CCCCC2)c1	2.1%	/	-6.8%	/	/
Cc1nc2sc(C(=O)OCC(=O)N3c4ccccc4CC3C)c(C)c2c(=O)[nH]1 (stereo not given)	3.7%	-2.6%	0.6%	-1.3%	1.0%
COc1ccc(CCNC(=O)CCC(=O)N2CCN(S(=O)(=O)c3ccc(Cl)cc3)CC2)cc1OC	2.5%	-3.6%	0.9%	3.9%	1.7%

(further entries)
SMILES	VEEV TC-83 Vero	M. tuberculosis HTS	influenza NS1A	PhoP GFP inhibition	M. tuberculosis	others
CCN1/C(=C\C=C\C2=[N+](CC)c3ccccc3C2(C)C)C(C)(C)c2ccccc21	2.0%	?	?	-46.5%	66.3%
O=C(NC1CCCC1)c1cc(COc2ccc3ncccc3c2)on1	i	5.6%	-7.1%	9.6%	29.6%
Cc1ccc(NC(=O)CN2C(=O)N/C(=C\c3ccco3)C2=O)cc1	0.9%	-3.3%	-14.5%	/	3.6%
Cc1cc2n(n1)C(c1ccc(O)cc1)Nc1ccccc1-2 (stereo not given)	0.5%	12.6%	-6.7%	14.7%	19.1%
CC/C(O)=N\S(=O)(=O)c1ccc(N=NN(C)C)cc1	4.8%	-1.9%	7.0%	-3.9%	-4.8%
O=[N+]([O-])c1ccccc1CCl	i	1.9%	-1.4%	/	22.0%
COc1cc2[nH]c(=O)n(CCCCCC(=O)N3CCN(c4ccccc4)CC3)c(=O)c2cc1OC	i	9.1%	6.5%	-14.9%	34.4%
c1ccc(-c2cc(NCCN3CCCCC3)c3ccccc3n2)cc1	i	1.5%	-0.7%	22.7%	19.9%
COc1ccc(NC(=O)C2=C(C)C(=O)OC23CCC(C)CC3)c(OC)c1 (stereo not given)	0.7%	7.4%	7.2%	3.1%	44.7%
CCOC(=O)c1cnc2c(-c3ccc(Cl)cc3)cnn2c1C	1.3%	-9.0%	1.4%	-6.7%	-24.0%
CC(=O)N1N=C(c2ccc(Cl)cc2)CC1c1ccc([N+](=O)[O-])cc1 (stereo not given)	0.3%	-2.6%	-13.1%	3.5%	/
Cc1ccc(Nc2nc(-c3c(C)n(C)n(-c4ccccc4)c3=O)c(C)s2)cc1	6.8%	-4.0%	6.7%	-6.6%	36.1%
COc1ccc(NC(=O)Cn2c(CCC(=O)O)ccc2-c2ccc(C)cc2)cc1	0.9%	6.0%	-4.1%	-0.7%	4.6%
CN(CCOc1ccc(Cl)cc1)C(=O)c1ccccc1SCC(=O)N1CCCC1	2.3%	-8.4%	-4.1%	/	22.5%
CC(NC(=O)C1c2ccccc2Oc2ccccc21)C1CCCO1 (stereo not given)	0.0%	-1.2%	-5.9%	-4.7%	10.2%
CCOc1ccccc1NC(=O)C(Sc1nnnn1C)c1ccccc1 (stereo not given)	0.4%	-4.8%	-9.1%	-7.8%	21.0%
CN1CCN(C(=O)c2cc(Oc3c(F)c(F)c(F)c(F)c3F)cc(C(=O)N3CCN(C)CC3)c2)CC1	0.8%	-0.1%	-4.4%	-4.0%	-15.9%
CCOC(=O)Oc1ccc2oc(C)c(C(=O)OCCOC)c2c1	i	95.9%	-11.9%	4.4%	/
Cc1c(Cl)cccc1NC(=S)N/N=C/c1ccccc1Cl	/	0.3%	/	-1.6%	-8.8%
CCOC(=O)C1=C(COc2ccccc2)NC(=O)NC1c1cccc([N+](=O)[O-])c1 (stereo not given)	2.1%	-6.4%	8.1%	-4.6%	6.8%
O=C(OCC#CCSc1nnc(-c2ccc([N+](=O)[O-])cc2)o1)c1cccs1	0.5%	?	14.1%	-1.3%	?
COc1ccccc1CNC(=O)COC(=O)c1ccc(-n2cnnn2)cc1	0.8%	-3.6%	0.2%	5.8%	14.0%
NC(=O)COC(=O)c1cccc(S(=O)(=O)N2CCN(c3ccccc3)CC2)c1	0.5%	-1.8%	5.7%	-5.3%	2.2%
CCOC(=O)C1CCCN(C2=C(NS(=O)(=O)c3ccc(Br)cc3)C(=O)c3ccccc3C2=O)C1 (stereo not given)	6.2%	13.2%	15.9µM*	-10.8%	27.9%
NC(=O)CSc1nc2ccccc2c(=O)n1CCc1ccccc1	0.4%	2.4%	0.5%	4.9%	-3.5%
COc1ccc(S(=O)(=O)N2CCCC(C(=O)NC3CC3)C2)cc1Cl (stereo not given)	0.4%	3.0%	4.5%	4.9%	-7.7%
O=C(COc1cc2oc(=O)cc(-c3ccccc3)c2cc1Cl)NCCN1CCOCC1	0.7%	-7.5%	-11.0%	-0.4%	12.6%
COc1ccc(Cl)cc1C(=O)Nn1cnc2ccccc2c1=O	0.8%	-2.9%	-0.1%	-13.8%	-5.7%
COCCN1Cc2cccc(C(=O)N3CCN(c4ccccc4)CC3)c2C1=O	1.1%	4.7%	11.5%	-0.6%	2.6%	VEEV TC-83 Vero 10K pilot screen=0.6
COc1ccccc1OCCN(C#N)c1nc(N(C)C)nc(N(C)C)n1	11.3%	3.7%	2.9%	6.0%	15.4%
Cc1cc(C)nc(N/N=C2/CCSc3ccc(F)cc32)n1	1.0%	10.1%	9.0%	6.3%	26.2%
CN(Cc1ccccc1F)c1nc(-c2cccnc2)nc2ccccc12	2.6%	12.4%	-6.0%	-5.6%	46.0%
NC(=O)CC(NC(=O)Cc1ccc(Cl)cc1)c1ccc(NC2CCCCCC2)c([N+](=O)[O-])c1 (stereo not given)	i	2.5%	4.3%	11.6%	7.8%
CC(C)CCNC(=O)CN(C(=O)CCC(=O)Nc1nccs1)C1CCCCC1	1.9%	6.8%	-3.0%	10.1%	6.7%
O=C(NNC(=O)c1ccc(S(=O)(=O)N2CCCCC2)cc1)c1ccc(F)cc1	1.4%	1.4%	-4.4%	2.0%	-13.0%
CC(=O)NCCc1c[nH]c2ccc(OCC(O)CNC(C)(C)C)cc12 (stereo not given)	1.4%	-4.4%	-7.9%	-14.8%	-8.5%
CCc1nnc(NC(=O)CSc2nc(SC)ns2)s1	0.6%	-6.7%	4.7%	4.1%	?
